CF NFkB block – cystic fibrosis NF-kB activation inhibition; KKLEB NF-kB-GFP reporter, PAF-induced, GFP fluorescence overnight; inhibition, % at 5 µM; actives 0.86% (n = 360,000);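 active means at least 50% inhibition at 5 µM, scaled per plate between neutral and stimulator controls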;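 further: PAF is a Pseudomonas aeruginosa culture filtrate used as stimulus; plate controls were PAF-stimulated DMSO wells for no effect and unstimulated DMSO wells for full effect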
NCOA2 inhibitor – inhibits human steroid receptor coactivator 2. HEK293 GAL4-SRC2 luciferase reporter, luminescence. inhibition, % at 9 µM. AID 651957. actives 0.17% (n = 370,000). Q15596;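 active means inhibition above the mean inhibition of all tested compounds plus 3 SD, set per campaign, cut at about 52% in these data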;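 further: 0% = DMSO treated cells and 100% = cells given Gossypol at 36 µM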
TWEAK-Fn14 inh – blocks TWEAK-Fn14 interaction in a reporter cell assay; actives 2% (n = 360,000); TWEAK-stimulated Fn14 reporter cells, luciferase luminescence, 8 h; inhibition, % at 10 µM; in the data active means inhibition above about 50%
TRAIL sens C8 – sensitizes caspase-8 expressing cells to TRAIL; actives 1% (n = 360,000); NB7+C8 cells + TRAIL, ATPlite viability luminescence; inhibition (viability loss, TRAIL sensitization), % at 10 µM;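 active means compounds causing at least 50% loss of cell viability in the single-dose screen, relative to plate controls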
TROY NFkB inh – TROY signaling inhibition; actives 0.98% (n = 360,000); inhibition, % at 10 µM; Q293 LMP1-TROYcd NF-kB luciferase reporter, 4 h; AID 1347056;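 active means compounds whose plate-normalised and pattern-corrected inhibition of the luciferase reporter signal at the single screening dose is 50% or more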
SRC1 inh – inhibits human SRC1 coactivator; Q15788; HEK293 GAL4-SRC1 luciferase reporter, luminescence; inhibition, % at 3.6 µM; actives 0.12% (n = 360,000);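 active means inhibition above the campaign mean plus 3 SD, with each screening campaign given its own cutoff, cut at about 60% in these data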;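 further: 0% = DMSO treated cells and 100% = gossypol at 36 µM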
COUP-TFII inh – inhibitors of human COUP-TFII (NR2F2); inhibition, % at 8.6 µM; HEK293T NGFI-A luciferase reporter, luminescence; AID 686940; actives 0.7% (n = 370,000);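 active means inhibition above a per-plate cutoff, mean inhibition of test wells between control levels plus 3 SD, cut at about 38% in these data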;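 further: cells cotransfected with COUP-TFII expression vector driving the NGFI-A reporter; 0% = median of COUP-TF2 test wells and 100% = reporter-only cells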
Target sequence (P24468 whole entry, looked up): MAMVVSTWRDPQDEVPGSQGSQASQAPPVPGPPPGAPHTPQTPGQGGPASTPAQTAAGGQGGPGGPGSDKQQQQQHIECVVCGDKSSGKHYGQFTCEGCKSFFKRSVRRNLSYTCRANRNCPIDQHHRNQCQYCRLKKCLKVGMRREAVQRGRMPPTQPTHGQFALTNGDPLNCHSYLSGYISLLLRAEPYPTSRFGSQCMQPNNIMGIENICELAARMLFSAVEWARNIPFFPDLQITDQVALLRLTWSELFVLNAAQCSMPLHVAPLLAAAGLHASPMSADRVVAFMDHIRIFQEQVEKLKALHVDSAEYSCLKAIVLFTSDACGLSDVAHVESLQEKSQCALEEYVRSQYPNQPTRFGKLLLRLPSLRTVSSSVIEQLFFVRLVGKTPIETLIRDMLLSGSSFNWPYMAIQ
EBV LMP1 NFkB – inhibitors of Epstein-Barr LMP1-induced NF-kappaB reporter | LMP1-induced NF-kappaB luciferase reporter cells, luminescence | inhibition, % at 12.5 µM | actives 0.69% (n = 350,000) | AID 504558; in the data active means inhibition above about 41%;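 further: 0% = neutral control wells and 100% = reference inhibitor control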
NCOA3 inh – inhibits human SRC3 coactivator; Q9Y6Q9; HEK293 GAL4-SRC3 luciferase reporter, luminescence; inhibition, % at 3.6 µM; actives 0.17% (n = 360,000); AID 588352;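 active means inhibition above a per-campaign cutoff, the mean of all compounds plus 3 SD, cut at about 60% in these data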;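 further: 0% = DMSO-treated cells and 100% = gossypol-treated cells at 36 µM; higher means less SRC3-driven luciferase light from the GAL4 reporter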
KKLEB tox – reduces viability of KKLEB cystic fibrosis airway cells; KKLEB CF airway cells viability, ATPlite luminescence, overnight; active compounds read low; cells stimulated with P. aeruginosa culture filtrate; activity change (cytotoxicity), % at 5 µM; actives 0.36% (n = 360,000);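 active means corrected activity change at or below -50% at 5 µM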
NR5A2 inv ag – inverse agonists of human LRH-1 (NR5A2). O00482. HEK293T StAR-luciferase reporter, LRH-1 transfected, 24 h. inhibition, % at 3.6 µM. actives 0.13% (n = 360,000);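 active means inhibition above the mean inhibition of all tested compounds plus 3 SD, cut at about 73% in these data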;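 further: 0% = DMSO wells and 100% = reporter-only cells lacking LRH-1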
Target sequence (O00482 whole entry, looked up): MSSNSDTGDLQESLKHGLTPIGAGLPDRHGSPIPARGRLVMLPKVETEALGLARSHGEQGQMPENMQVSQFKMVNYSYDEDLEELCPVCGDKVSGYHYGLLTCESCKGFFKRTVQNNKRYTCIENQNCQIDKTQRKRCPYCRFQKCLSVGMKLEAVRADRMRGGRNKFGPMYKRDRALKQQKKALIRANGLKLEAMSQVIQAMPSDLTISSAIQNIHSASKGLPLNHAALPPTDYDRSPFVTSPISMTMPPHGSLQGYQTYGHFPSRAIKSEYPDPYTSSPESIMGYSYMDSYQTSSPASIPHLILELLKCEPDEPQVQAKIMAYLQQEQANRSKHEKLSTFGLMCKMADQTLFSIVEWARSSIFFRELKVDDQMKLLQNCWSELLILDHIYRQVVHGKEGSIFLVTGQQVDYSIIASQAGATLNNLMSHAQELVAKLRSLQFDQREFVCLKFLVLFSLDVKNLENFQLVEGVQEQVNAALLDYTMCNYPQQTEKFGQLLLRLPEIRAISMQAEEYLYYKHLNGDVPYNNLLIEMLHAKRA
* = called active by the depositor; . = no result given. Not a hit list (roughly 4.2% active in at least one column).

SMILES	CF NFkB block	NCOA2 inhibitor	TWEAK-Fn14 inh	TRAIL sens C8	TROY NFkB inh	SRC1 inh	COUP-TFII inh	EBV LMP1 NFkB	NCOA3 inh	KKLEB tox	NR5A2 inv ag
Cc1ccc(N(C(=O)Cn2nnc(-c3ccc(F)cc3)n2)C(C(=O)NC(C)(C)C)c2ccncc2)cc1 (stereo not drawn)	5	-21	7	-10	12	-11	2	-1	11	-10	8
CNc1nc(-c2ccc3c(c2)CCN3C(=O)c2ccccc2F)c(C)s1	-20	-27	-15	-1	-19	-12	24	-8	2	6	4
CCOP(=O)(c1c(F)c(F)c(F)c(F)c1F)C1(O)CCCCC1 (stereo not drawn)	-3	9	4	9	-15	5	3	2	19	0	-2
COCCNC(=O)c1onc(CSc2cc(C)cc(C)c2)c1C(=O)NCCOC	0	4	6	-9	-6	-17	7	4	11	0	-2
COCCCN1CC(=O)N2C(c3cccc(OC)c3OC)c3[nH]c4ccccc4c3C[C@H]2C1=O (stereo partly drawn)	-25	-8	-6	-4	15	4	-3	8	-10	6	10
N#Cc1cccc(NC(=O)CNC(=O)Cc2ccccc2)c1	-18	19	41	3	-2	2	10	-10	7	17	-10
CC(=O)c1ccc(N2CCN(S(=O)(=O)c3cccc4nsnc34)CC2)cc1	-14	-3	4	-7	8	-17	3	3	6	3	-2
CCOc1ccccc1CNC(=O)C1CCCN(c2nnc(C)c3c(C)n(-c4ccccc4)nc23)C1 (stereo not drawn)	0	26	11	2	31	17	19	24	4	3	11
CN(C1(C)CCS(=O)(=O)C1)S(=O)(=O)c1ccc2ccccc2c1 (stereo not drawn)	4	-5	-4	10	-2	7	0	-14	10	2	-6
Cc1[nH]c(=O)c(C#N)c(C)c1Br	20	-7	-1	-23	-10	0	-11	1	-13	-12	-16
CC1CC(C)CN(C(=O)COC(=O)c2ccc3c(c2)OCCO3)C1 (stereo not drawn)	-3	-7	-3	3	-20	8	-7	-3	7	11	-7
O=C(CCCCCn1c(=O)[nH]c2ccsc2c1=O)NCc1ccc(F)cc1	1	-20	-9	6	-2	-7	5	-7	6	-4	-17
CCOC(=O)C(Cc1ccc(OC)c([N+](=O)[O-])c1)NC(=O)CCC(=O)Nc1ccc(C)cc1 (stereo not drawn)	-18	6	2	-5	6	-3	2	4	15	6	10
COc1ccc(S(=O)(=O)N(C)CC(=O)Nc2ccccc2C(F)(F)F)cc1OC	-6	-17	74*	-9	.	-38	2	-1	7	2	5
COCC(=O)Nc1cc(C)cn(Cc2ccc(F)cc2)c1=O	14	6	-3	-7	-2	-3	15	1	3	-9	-9
O=[N+]([O-])c1cc([N+](=O)[O-])c(Oc2c(Cl)cccc2Cl)cc1NN1CCCCC1	30	-23	-4	-6	-16	-17	-4	0	13	-12	6
O=S1(=O)C=C(SCc2ccc(Cl)c(Cl)c2)Nc2ccccc21	2	-11	17	-2	27	-13	-9	8	18	-3	-6
COP(=O)(CN(Cc1ccccc1)C(=S)Nc1c(C)cccc1C)OC	-22	3	-14	-6	-1	-5	-5	-2	0	-1	-7
CCN(CC)C(=O)C1=C(C)N(Cc2ccc(F)cc2)C(=O)C(CC(=O)NCc2ccco2)C1 (stereo not drawn)	17	12	21	0	-10	8	-6	3	-3	1	7
COc1ccc(N2CCCn3c2nc2c3c(=O)n(CCc3ccccc3)c(=O)n2C)cc1	-8	14	36	18	9	-3	10	-12	13	-5	-4
O=C(CN1CCN(C(=O)CNC(=O)c2ccc(-c3ccccc3)cc2)CC1)Nc1ccccc1Cl	-7	-24	28	6	29	11	50*	-1	3	10	31
O=C(Oc1ccc(C(=S)N2CCOCC2)cc1Br)c1cc(Cl)ccc1Cl	-13	7	21	-18	4	7	-3	2	-2	-12	0
COc1ccc(OC)c(-c2cc(C(=O)N/N=C/c3ccc(F)cc3)c3ccccc3n2)c1	2	-12	1	-2	-10	20	6	.	10	10	17
COc1ccc(C2CC(c3ccccc3)=NN2C(=O)CSc2ncn[nH]2)cc1 (stereo not drawn)	-10	6	-1	-2	-58	-15	-22	-22	-17	13	-34
COc1cc2c(cc1NC(=O)C(c1ccccc1)c1ccccc1)CCCC2	-5	9	-22	9	-38	-12	-16	-3	6	5	-2
CCOc1ccc(NC(=O)CN2C(=O)NC(CCSC)C2=O)cc1 (stereo not drawn)	-16	-15	8	3	11	-1	5	-10	8	0	-6
CCOC(=O)Cc1ccc2sc(-c3ccccc3)nc2c1	-9	-27	19	39	-1	-127	-44	-30	-82	2	-125
CC(C)(C)C1CCc2onc(C(=O)Nc3ccc(F)cc3F)c2C1 (stereo not drawn)	21	18	-25	8	-17	1	8	13	2	3	-13
COc1ccc(CCNC(=O)C2CCN(S(=O)(=O)N3CC(C)CC(C)C3)CC2)cc1OC (stereo not drawn)	4	22	-1	5	3	-6	-1	-5	9	-1	-2
O=C(COC(=O)c1cccc([N+](=O)[O-])c1)NC1CCCC1	3	-3	19	-10	-5	-16	15	.	-10	-8	21

Molecules above with a nitro group on carbon:
SMILES	CF NFkB block	NCOA2 inhibitor	TWEAK-Fn14 inh	TRAIL sens C8	TROY NFkB inh	SRC1 inh	COUP-TFII inh	EBV LMP1 NFkB	NCOA3 inh	KKLEB tox	NR5A2 inv ag
CCOC(=O)C(Cc1ccc(OC)c([N+](=O)[O-])c1)NC(=O)CCC(=O)Nc1ccc(C)cc1 (stereo not drawn)	-18	6	2	-5	6	-3	2	4	15	6	10
O=[N+]([O-])c1cc([N+](=O)[O-])c(Oc2c(Cl)cccc2Cl)cc1NN1CCCCC1	30	-23	-4	-6	-16	-17	-4	0	13	-12	6
O=C(COC(=O)c1cccc([N+](=O)[O-])c1)NC1CCCC1	3	-3	19	-10	-5	-16	15	.	-10	-8	21

Going on with the list:
SMILES	CF NFkB block	NCOA2 inhibitor	TWEAK-Fn14 inh	TRAIL sens C8	TROY NFkB inh	SRC1 inh	COUP-TFII inh	EBV LMP1 NFkB	NCOA3 inh	KKLEB tox	NR5A2 inv ag
CCCCOP(=O)(OCCCC)C(O)c1ccc(Br)cc1 (stereo not drawn)	1	18	17	8	10	0	17	3	21	6	18
CC(=O)NC(c1ccc(Cl)cc1)c1ccc2cccnc2c1O (stereo not drawn)	6	29	19	23	26	28	14	63*	35	-32	60
CCc1ccc(N(C(=O)CNC(=O)c2ccco2)C(C(=O)NC2CCCC2)c2cccnc2)cc1 (stereo not drawn)	-4	16	9	11	-11	0	-28	-5	2	-1	-2
Cc1ccc(S(=O)(=O)NCC(C)n2cncn2)cc1C (stereo not drawn)	-16	-6	9	8	-8	9	-5	6	-7	10	-10
Cn1c(=O)c2c(SCc3ccccn3)nc(CC(C)(C)C)nc2n(C)c1=O	25	5	10	20	3	4	16	-5	6	-12	0
COC(=O)c1ccc(N2C(=O)CC(N(C)Cc3ccccc3)C2=O)cc1 (stereo not drawn)	-2	4	-17	-3	14	16	-6	0	17	-4	5
Fc1ccc(C2CCCN2Cc2nc(CC3CC3)no2)cc1 (stereo not drawn)	-17	6	-17	2	22	6	8	-5	10	14	9
CC(NC(=O)C1CCC(CNS(=O)(=O)c2ccc3c(c2)C(C)(C)C(=O)N3C)CC1)c1ccccc1 (stereo not drawn)	-2	5	10	-4	8	1	11	-23	-18	6	16
CCOC(=O)C(=O)N1CCC(C(=O)OCC)CC1	5	16	-11	1	-2	-27	4	-32	-1	-12	0
Cc1ccc(-c2noc(CN(C(=O)CCCN3C(=O)c4ccccc4C3=O)C(C)C)n2)cc1	-4	-49	6	8	-14	0	14	-1	-17	2	6
Cc1cc(C(=O)OCC(=O)N2CC(=O)Nc3ccccc32)c(C)n1-c1ccc(F)cc1	13	27	-27	6	-2	3	14	-1	22	10	-10
COCC1CCN(C(=O)CCc2nnc(C3(c4ccc(Cl)cc4)CCC3)o2)CC1	10	-3	-16	-8	-14	-3	-10	-10	-18	0	18
COc1ccc(Br)cc1CN1CCN(S(=O)(=O)Cc2ccccc2)CC1	-17	0	-1	2	9	3	-18	-18	11	9	10
CC(C)C[C@@]12C(=O)N(c3cccc(Cl)c3)C(=O)N1[C@H](c1ccc(F)cc1)[C@@H]1C(=O)N(C3CCCCC3)C(=O)[C@@H]12	25	-16	22	-1	-13	4	3	1	-8	-1	-2
Cc1nc(NC(=O)c2cccs2)ccc1Br	-21	-43	12	9	-37	-108	-25	-50	-131	10	-79
Cc1cn(C(=O)c2ccccc2)c(=S)n1-c1ccc(Br)cc1	2	-1	-13	-5	-19	7	-9	-1	0	11	21
O=C(CN1C(=O)NC(CCc2ccccc2)C1=O)Nc1cccc(Br)c1 (stereo not drawn)	3	-14	-7	-17	-6	3	9	-9	-27	-13	-8
COC(=O)c1sccc1NC(=O)CC1C(=O)NCCN1C(=O)c1ccc(N(C)C)cc1 (stereo not drawn)	20	0	-7	7	9	5	4	-6	7	-3	6
O=C(Cn1cc(SCc2cccc(Cl)c2)c2ccccc21)N1CCOCC1	-17	-25	-21	4	-83	-43	-5	1	-23	-7	-25
Cc1cc(C)cc(C(=O)N2CCC(CCC(=O)NC3CC3)CC2)c1	14	-16	8	-24	-30	14	-11	-6	19	-12	-1
CC/C(=C\c1oc2cc3ccccc3cc2[n+]1CC)Nc1ccccc1	1	4	2	3	-8	11	1	3	22	6	7
Cc1cc(C(=O)NCC(=O)OCC(=O)N(C2CCCCC2)C2CCCCC2)ccc1[N+](=O)[O-]	-8	3	-2	-3	11	-1	-12	-2	7	-2	6
CN(C)c1ccc(C2N(c3ccc(Cl)cc3)C(=O)C3CCCN32)cc1 (stereo not drawn)	-2	-35	14	2	-14	0	0	-9	-16	9	3
CNC(=O)c1c[nH]c2ccc(S(=O)(=O)Nc3cccc(SC)c3)cc2c1=O	-77	-33	26	43	1	-44	-11	-6	9	3	13
O=C(CN1CCN(CC(=O)c2ccc(F)cc2)CC1)Nc1ccccc1Cl	-6	-36	-6	7	3	-11	3	-8	0	8	11
O=C(N/N=C\C=C\c1ccco1)c1cncc(Br)c1	-14	10	5	6	-1	-7	17	-1	6	7	-1
CCOC(=O)c1cccc(C(=O)Oc2ccccc2)n1	1	-1	-17	25	1	-14	7	4	3	4	0
CN1CCC(N(C)C(=O)/C=C/c2cn(-c3ccccc3)nc2-c2cccs2)CC1	11	-18	-12	6	-14	-6	-5	-43	-2	-11	11
CCCCCCCCCCS(=O)(=O)N/N=C/c1ccccc1OC	8	-8	12	-8	20	-29	9	-10	9	8	2
COc1cccc(CNC(=O)CCC(=O)N2CCSc3ccccc32)c1OC	-8	15	-2	-15	1	-31	2	9	-17	8	9
O=[N+]([O-])c1cc(Cl)ccc1NCCc1ccccn1	16	-3	1	-2	-52	-24	-1	-15	-45	-4	-40
O=C(c1ccccc1Cl)N(Cc1ccc(Br)cc1)N1C(=O)CCC1=O	7	-49	-9	24	24	-12	-1	3	19	-2	11
COC(=O)Cc1nc2c(N)nc(N)nc2[nH]c1=O	-2	19	-8	-6	5	-10	14	-2	-31	2	19
COc1cccc(-c2sc3ccc(OC)cc3c2-c2ccc(O)cc2)c1	-12	7	16	-9	-4	-11	-8	0	5	1	15
O=C(Nc1ccc(Nc2ccccc2)cc1)C(Cl)(Cl)Cl	-20	-18	7	6	-24	-19	-28	-9	-1	4	-12
